Hsp70 displacement = Hsp70 inhibitors, probe displacement, primary screen, biochemical, fluorescence polarization (AID 583); Heat shock 70 kDa protein 1A (Homo sapiens); Hsp70 fluorescence polarization probe displacement, mP; higher % means a stronger effect; displacement, % at 20 µM; hits with a dose series show IC50 in µM; hit rate 0.06% among 140,000; in the data active = displacement above about 50%;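 also: plate controls were vehicle for no effect and reference ligand for full effect; a part of the inactive calls stands beside numbers as strong as those of hits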
Rat MKP-3 inhibitors = MKP-3 phosphatase inhibitors, primary screen, biochemical, rat enzyme, in vitro (AID 425); one-dose inhibition, % at 20 µM; IC50 in µM for titrated hits; recombinant MKP-3 phosphatase activity, fluorescence; higher % means a stronger effect; Dual specificity protein phosphatase 6 (Rattus norvegicus); hit rate 0.17% among 110,000; in the data active = inhibition above about 50%;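 also: plate controls were vehicle for no effect and reference inhibitor for full effect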
The depositor's hits bear a star; · = not tested or not shown; & = joins results of further samples. Some of the compounds tested; count on the stated rates, not on these rows.

Results follow in this order: Hsp70 displacement	Rat MKP-3 inhibitors
> CC1=C(C(=O)NCc2ccc3c(c2)OCO3)C2(CCC(C)CC2)OC1=O (configuration not stated)
    -3.1%	1.1%
> CC(N=Cc1ccccc1O)C12CC3CC(CC(O)(C3)C1)C2 (configuration not stated)
    2.8%	1.7%
> COc1ccc(C(=O)N2CCCC(c3nc(-c4cccs4)no3)C2)cc1 (configuration not stated)
    -5.5%	6.5%
> COc1ccc(NC(=O)c2cnc3ccccn3c2=O)cc1OC
    ·	1.2%
> COc1ccccc1NC=C1C(=O)OC(C)(C)OC1=O
    -5.8%	2.6%
> O=C(C1CCN(S(=O)(=O)c2cccs2)CC1)N1CCN(c2ccccc2)CC1
    -2.2%	·
> COC(=O)c1c(NC(=O)c2cccs2)sc2c1CCCC2
    2.2%	-3.8%
> CCCCOC(=O)c1cccc(NC(=O)c2ccc(OC)cc2)c1
    -3.2%	3.0%
> O=C(Nc1nncs1)c1c(F)c(F)c(F)c(F)c1F
    6.4%	-11.0%
> O=C(C1=C(O)C(=O)N(CCN2CCOCC2)C1c1ccccn1)c1cccs1 (configuration not stated)
    -1.1%	10.5%
> Cc1nc2ccc(Br)cn2c1C(=O)NN=C1CCCCCC1
    1.5%	1.8%
> CCCN(CCC)S(=O)(=O)c1ccc(NS(=O)(=O)c2ccc(F)cc2)cc1
    -5.9%	·
> Cc1ccc(C(=O)Nc2sc(C)c(C)c2C(=O)OC(C)C)o1
    6.9%	0.3%
> CC(=O)N(C)C1=C(Cl)C(=O)c2ccccc2C1=O
    2.2%	54.9%*
> C=CCOc1ccc(/C=C2\SC(=S)N(c3cccc(C(F)(F)F)c3)C2=O)cc1OC
    2.6%	2.3%
> COc1ccc(C(=O)/C=C(\C)c2ccc(OC)cc2)cc1
    -0.6%	-1.5%
> CCOC(=O)c1sc(N2C(=O)C(O)=C(C(=O)c3ccco3)C2c2ccccc2)nc1C (configuration not stated)
    2.8%	-5.0%
> Cn1cccc1-c1cc(C(=O)N/N=C/c2cccc(O)c2)[nH]n1
    -0.4%	1.7%
> CCOC(=O)c1cc(OC(=O)c2ccccc2)n(-c2ccccc2)n1
    -3.3%	·
> O=C(Cc1ccc([N+](=O)[O-])cc1)Nc1c(Cl)cccc1Cl
    -0.1%	2.7%
> O=C(Nc1ccc(N2CCN(C(=O)c3ccco3)CC2)cc1)c1ccc(F)cc1
    2.2%	4.3%
> CCOc1ccccc1NC(=O)c1ccccc1[N+](=O)[O-]
    -1.1%	-2.4%
> COc1ccc2ccccc2c1C=Nc1ccccc1
    -5.2%	2.5%
> O=C(Nc1cccc(C(F)(F)F)c1)c1nn2c(c1Br)NC(c1cccs1)CC2C(F)(F)F (configuration not stated)
    -5.1%	-2.2%
> CC(C)(C)c1cnnn1-c1ccc(C=O)cc1
    -0.4%&2.5%	1.6%
> Cc1csc(SCC(=O)Nc2ccccn2)n1
    ·	2.1%
> c1ccc(N2CCN(c3nnnn3-c3ccccc3)CC2)cc1
    0.2%	-7.7%
> O=C(/C=C/c1ccc(-c2ccc(Cl)cc2Cl)o1)Nc1ccc(N2CCOCC2)cc1
    0.5%	2.9%
> CCc1cc(=O)oc2cc(OCC(=O)OC(C)C)ccc12
    3.2%	1.0%
> Cc1cccc2c1CC(C)(C)N=C2C1=C(O)CC(C)(C)CC1=O
    -1.7%	·
> COc1ccc2c3c(c(=O)oc2c1OCC(=O)C(C)(C)C)CCCC3
    0.7%	-2.4%
> CCCc1[nH]c(=O)c(C#N)c2c1CCCC2
    3.1%	·
> CN1CCN(C(=O)C2CCN(S(=O)(=O)c3cnc[nH]3)CC2)CC1
    -1.5%	2.6%
> c1ccc(-c2nc(N3CCOCC3)nc3ccccc23)cc1
    -0.2%	3.0%
> CCC(CC)C(=O)Nc1ccc(C)c([N+](=O)[O-])c1
    -0.9%	3.3%
> CCN(CC)c1ccc(NC(=O)C(c2ccccc2)c2ccccc2)cc1
    -4.5%	6.0%
> CC(=O)Oc1ccc(-c2cccc(C(=O)N3CCCCC3)c2)cc1
    -1.9%	2.7%
> CC(C)Cn1cc(Cl)c(=O)n(CC(C)C)c1=O
    -5.1%	0.8%
> CC1(C)C=C(c2ccc(O)cc2)CC(C)(C)N1
    -0.4%	-10.4%
> Oc1ccc(C=NN2CCN(Cc3ccccc3)CC2)cc1
    -3.5%	1.2%
> C=C(C)COc1ccc(-c2nc(N)ncc2-c2ccc(OC)cc2)c(O)c1
    4.4%	3.2%
> O=C(Nc1ccccc1)N1CCN(c2ccccn2)CC1
    10.1%	·
> O=C(CSc1nnc(-c2ccco2)n1-c1ccccc1)c1ccc2c(c1)Cc1ccccc1-2
    2.8%	11.0%
> C\C(=N/N=C/C=C/c1ccco1)C1C(=O)c2ccccc2C1=O
    5.3%	4.9%
> CCOc1ncccc1C(=O)OCC(=O)N1CC(=O)Nc2ccccc21
    -1.1%	-5.5%
> CCc1cc2c(N3CCN(c4nnc(CC)s4)CC3)ncnc2s1
    0.0%	2.1%
> CCCOc1ccc(C(=O)Nc2ncc(Cc3cccc(C(F)(F)F)c3)s2)cc1
    3.0%	5.8%
> CC1(C)CC2CC(C)(CN2CC(=O)C(C#N)c2ccccc2)C1 (configuration not stated)
    10.9%	-7.9%
> O=C1N[C@@H](Cc2ccccc2)C(=O)N1CCN1CCOCC1
    -3.0%	·
> NC(=O)CCSc1ccc(Cl)cc1
    9.2%	-7.7%

Carrying on.
Results follow in this order: Hsp70 displacement	Rat MKP-3 inhibitors
> CCCCn1c2nc3ccccc3nc2c2c(=O)n(CCC(C)C)cnc21
    -5.6%	2.9%
> c1ccc(CN2CCN(C3=Nc4cccc5cccc3c45)CC2)cc1
    2.4%	·
> O=C(NCc1ccccc1)c1ccc2c(c1)C(=O)N(CC1CCCO1)C2=O (configuration not stated)
    -1.4%	·
> O=C1Nc2ccc(S(=O)(=O)Nc3ccc(O)c(-c4c(O)ccc5ccccc45)c3)c3cccc1c23
    2.0%	-4.8%
> C=CCNc1sc(C(=O)C2CC2)c(N)c1C#N
    4.1%	12.4%
> O=C(NC1CCCC1)c1sc(=S)n2c1[nH]c(=O)c1ccccc12
    17.5%	3.5%
> Cc1ccc(N2C(=O)/C(=C/c3ccc(OCC(=O)O)c(Br)c3)C(=O)NC2=S)cc1
    -0.7%	8.1%
> CCOC(=O)c1ccc(-n2c(N)c(C(=O)NCc3ccco3)sc2=S)cc1
    3.2%	1.0%
> CCOc1ccc(C2=C/C(=C/c3ccc(OC)cc3)C(=O)O2)cc1
    2.9%	1.6%
> Cc1ccc(Nc2nc(N)nc(CN3CCCCCC3)n2)c(C)c1
    -0.7%	-0.8%
> COc1ccc(C(=O)Nc2ccc(/C=C/C(=O)c3ccccc3)cc2)cc1
    -3.6%	2.1%
> Cc1c(NC(=O)CSc2nncc3ccccc23)c(=O)n(-c2ccccc2)n1C
    2.8%	·
> CCc1c(O)nc(SCC(=O)Nc2ccc(OC)cc2)[nH]c1=O
    1.2%	-3.1%
> COc1ccc(CC(=O)N2N=C(c3ccc(F)cc3)CC2(O)C(F)(F)F)cc1 (configuration not stated)
    -4.1%	2.6%
> OC(CN1CCCCC1)CN(c1ccccc1)c1ccccc1 (configuration not stated)
    2.5%	-8.2%
> CN(C)S(=O)(=O)c1ccc(NS(=O)(=O)/C=C/c2ccccc2)cc1
    5.5%	9.3%
> O=C(CN1C(=O)CSC1=O)c1ccccc1
    -0.8%	0.0%
> CCOc1ccc(CNC23CN4CN(CN(C4)C2)C3)cc1
    2.3%&-1.4%	-3.6%&0.3%
> Cc1c(Br)cc(C(=O)NCCCN2CCOCC2)c(C)c1C
    2.0%	-2.8%
> O=C1C(=Cc2c(NCCO)nc3ccccn3c2=O)SC(=S)N1Cc1ccco1
    -10.0%	3.4%
> CCCCn1c(C(C)NC(=O)CCC)nc2ccccc21 (configuration not stated)
    0.1%	-15.9%
> Cc1ccccc1-n1nnnc1Sc1nnnn1-c1ccccc1
    4.5%	·
> CC1(C)Cc2nc3nc(NN)n(-c4ccccc4)c(=O)c3cc2CO1
    -0.4%	2.1%
> O=C(NCCc1c[nH]c2ccccc12)C1CCN(c2nnc(N3CCCC3=O)s2)CC1
    -2.1%	-8.7%
> COC(=O)c1ccc(-c2ccc(CNCC(O)c3ccccc3)o2)cc1 (configuration not stated)
    -0.2%	-9.9%
> CCn1nnnc1-c1ccc(OC)c(S(=O)(=O)Nc2ccc(C)c(C)c2)c1
    -4.4%&-5.0%	-1.1%
> CN(C(=O)c1ccc(NC(=O)C2CC=CCC2C(=O)O)cc1)c1ccccc1 (configuration not stated)
    1.1%	-14.4%
> O=C(CC1(O)C(=O)Nc2cc(Cl)cc(Cl)c21)c1ccccc1O (configuration not stated)
    -3.2%	-4.5%
> Cc1ccc2c(c1)C(O)(CC(=O)c1cccnc1)C(=O)N2 (configuration not stated)
    0.4%	-11.1%
> COC(=O)c1cn(CC(=O)NC2CCCCC2)c2ccccc12
    7.6%	-3.3%
> COc1ccc(NC(=O)CNS(=O)(=O)c2cccs2)c(OC)c1
    -3.6%	·
> CON(C)c1nc(Oc2ccc(=O)[nH]n2)nc(N(C)C)n1
    5.4%	3.4%
> CC/C(=N\N1CCN(Cc2ccc(Cl)cc2)CC1)c1ccc(O)cc1
    -4.1%	5.2%
> Cc1occc1-c1nnc(SCC(=O)Nc2nccs2)n1CCc1ccccc1
    -1.0%	3.2%
> CC(=O)C1C(c2ccncc2)NC(=O)NC1(O)C(F)(F)F (configuration not stated)
    -5.6%	3.7%
> CCOC(=O)COc1ccc(Oc2nc(C)cc(OC)n2)nn1
    -1.2%	3.2%
> CCNC(=O)CN(c1ccc(OC)c(OC)c1)S(=O)(=O)c1ccccc1
    -4.0%	-4.8%
> O=C1CC(N2CCN(c3cccc(Cl)c3)CC2)C(=O)N1c1cccc(Cl)c1 (configuration not stated)
    1.2%	0.3%
> COC(=O)c1[nH]c2ccc(C)cc2c1NC(=O)CN1CCCCC1C (configuration not stated)
    ·	-7.2%
> COc1ccc(C(=O)N/C(=C/c2ccc(Br)cc2)c2nc3ccccc3[nH]2)cc1
    -2.7%	-0.6%
> COc1ccc(NC(=O)CCCOc2ccccc2)c([N+](=O)[O-])c1
    4.2%	1.9%
> COC(=O)C(C(=O)Nc1cccc(C)n1)C1CCCCCC1 (configuration not stated)
    2.0%	·
> CCOc1ccccc1NC(=O)c1c(Cl)ccc(Cl)c1OC
    -3.6%	2.2%
> CCOC(=O)Cn1c(=O)c(-c2ccccc2NC)nc2ccccc21
    -2.5%	·
> CSCCC(NC(=O)C1CCC(C)CC1)C(=O)N1CCN(c2ccccn2)CC1 (configuration not stated)
    8.4%	3.2%
> Cc1ccc(S(=O)(=O)c2cc3c(=O)n4ccccc4nc3n(CC3CCCO3)c2=N)cc1C (configuration not stated)
    -9.7%	-0.8%
> CC1=C(C(=O)OCCCc2ccccc2)C(c2ccccc2[N+](=O)[O-])CC(=O)N1 (configuration not stated)
    -3.6%	-1.0%
> COc1ccc(N2C(=O)NC(=O)/C(=C/c3ccccc3OCCOc3ccccc3)C2=O)cc1
    -0.5%	-0.1%
> O=C(CN1C(=O)c2ccccc2C1=O)NC(c1ccccc1)c1ccccc1
    -2.8%	2.1%
> COc1cc(OC)cc(C(=O)Nc2cccc(-c3nc4ccccc4s3)c2)c1
    -2.8%	2.6%

Of the compounds above, 3 have a cyano group.
Results follow in this order: Hsp70 displacement	Rat MKP-3 inhibitors
> CCCc1[nH]c(=O)c(C#N)c2c1CCCC2
    3.1%	·
> CC1(C)CC2CC(C)(CN2CC(=O)C(C#N)c2ccccc2)C1 (configuration not stated)
    10.9%	-7.9%
> C=CCNc1sc(C(=O)C2CC2)c(N)c1C#N
    4.1%	12.4%

Remaining list, next part
Results follow in this order: Hsp70 displacement	Rat MKP-3 inhibitors
> COc1ccccc1CNC(=O)c1cnc2ccccn2c1=O
    ·	-5.5%
> O=C(NC1CCCCC1)C(c1ccc(F)cc1)N(Cc1ccco1)C(=O)Cn1nnc2ccccc21 (configuration not stated)
    2.8%	-0.8%
> Cc1ccccc1-n1c(SCc2ccccn2)nc2n[nH]c(C)c2c1=N
    -3.8%	·
> Cc1ccc(NC(=O)CCC(C(=O)O)N2C(=O)c3ccccc3C2=O)cc1 (configuration not stated)
    -2.6%	0.7%
> CCC1S/C(=N/C(=O)NC2CCCCC2)NC1=O (configuration not stated)
    1.7%	·
> CC(C)(C)Nc1nc(Nc2ccccc2)nc(Nc2ccccc2)n1
    -0.3%	1.8%
> COc1ccc(NC(=O)C(=O)NCCN2CCN(C(=O)c3ccc(C)cc3)CC2)cc1
    ·	2.6%
> CCCC(=O)Nc1c(O)c2ccccc2[nH]c1=O
    -2.6%	-0.3%
> O=[N+]([O-])c1cc(Cl)cc2c1[nH]c1ccc(Cl)cc12
    -11.7%	0.7%
> COc1ccc(NC(=O)c2ccco2)cc1NC(=O)c1ccc(Br)o1
    2.5%	-6.5%
> CN1CCN(C(=O)c2cnn3c(C(F)(F)F)cc(-c4ccco4)nc23)CC1
    -1.0%	1.8%
> O=C1c2ccccc2C(O)(Cc2ccccc2)N1CCCN1CCOCC1 (configuration not stated)
    1.1%	-5.5%
> CCC(C)(C)n1nnnc1C(c1cc2cc(OC)c(OC)cc2[nH]c1=O)N1CCc2ccccc21 (configuration not stated)
    -1.9%	1.9%
